mcGAS RapidFire = inhibitors of Mus musculus cyclic GMP-AMP synthase, initial high-throughput assay, cell-free, RapidFire MS | recombinant mouse cGAS, cGAMP by RapidFire MS | inhibition, % at 12.5 µM | AID 1259397, 2018 | Q8C6L5 | 0.18% of 130,000 active;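 active means inhibition of cGAS enzyme activity at or above 60%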;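 further: enzyme stimulated by 45 bp dsDNA with ATP and GTP substrates; cGAMP share of summed cGAMP plus half ATP and half GTP signals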
Target sequence (Q8C6L5 whole entry, looked up): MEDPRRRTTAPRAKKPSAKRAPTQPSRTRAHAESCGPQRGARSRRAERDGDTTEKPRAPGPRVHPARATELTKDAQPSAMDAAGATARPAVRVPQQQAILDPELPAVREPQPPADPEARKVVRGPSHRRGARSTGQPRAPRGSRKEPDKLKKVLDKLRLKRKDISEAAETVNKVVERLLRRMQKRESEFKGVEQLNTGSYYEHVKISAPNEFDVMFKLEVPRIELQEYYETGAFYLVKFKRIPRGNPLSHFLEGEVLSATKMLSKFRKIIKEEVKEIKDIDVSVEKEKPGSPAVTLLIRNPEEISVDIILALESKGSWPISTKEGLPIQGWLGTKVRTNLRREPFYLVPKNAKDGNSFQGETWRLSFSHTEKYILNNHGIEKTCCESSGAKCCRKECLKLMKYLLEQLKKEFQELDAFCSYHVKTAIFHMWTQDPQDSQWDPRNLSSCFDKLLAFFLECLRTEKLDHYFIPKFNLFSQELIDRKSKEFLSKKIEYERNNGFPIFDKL
An asterisk follows results filed as active; & = joins results of further samples. These rows are one share of the data; count on the stated rates, not on these rows.

mcGAS RapidFire	mol
-5	O=C(Cn1cnc(-c2ccccc2)cc1=O)N1CCN(c2ccccc2)CC1
-3	Cc1cc(C)c(S(=O)(=O)N2CCN(S(=O)(=O)c3cc(C)c(C)cc3C)C(C)C2)cc1C (centres undefined)
-6	O=C(NC1CCC(c2ccccc2)CC1)c1ccc(=O)[nH]c1 (centres undefined)
-10	N#Cc1ccc(CNc2ccccc2Br)cc1
8	CNc1cncc(-c2cc(C)c(O)c(C)c2)n1
-1	CC(C)CC(CCO)CNC(=O)c1ccccc1Cc1ccccc1 (centres undefined)
-6	COCCN1CCCC2(CCN(Cc3ccccc3OC(F)F)C2)C1 (centres undefined)
-6	Cc1nc2ccc(N(C)C(=O)c3cccc4c3OCCO4)cc2[nH]1
-12	COC(=O)C1CSCC(c2ccccc2)N1Cc1c(C)noc1C (centres undefined)
-10	CC(C)Oc1ccc(NC(=O)C(C(C)C)n2cccc2)cc1 (centres undefined)
43	Cc1ncsc1CCOC(=O)C12CC3CC(CC(C3)C1)C2
-6	Cn1nc(C(=O)N(CC(=O)OC(C)(C)C)c2ccccc2)ccc1=O
19	Cc1ccc(CN(C)Cc2ccc3cccc(O)c3n2)o1
10	CC(C)CN1CC(C(=O)NCc2csc(N(C)C)n2)CC1=O (centres undefined)
-5	CCOC(=O)Nc1ccc(C(=O)Nc2ccc3c(c2)OCCO3)cc1
-2	C=CCSc1ccccc1NC(=O)CSc1ncc(C#N)c(N)n1

Molecules above with a carbonyl joined to an NH by a bond outside any ring, in the order listed:
mcGAS RapidFire	mol
-6	O=C(NC1CCC(c2ccccc2)CC1)c1ccc(=O)[nH]c1 (centres undefined)
-1	CC(C)CC(CCO)CNC(=O)c1ccccc1Cc1ccccc1 (centres undefined)
-10	CC(C)Oc1ccc(NC(=O)C(C(C)C)n2cccc2)cc1 (centres undefined)
10	CC(C)CN1CC(C(=O)NCc2csc(N(C)C)n2)CC1=O (centres undefined)
-5	CCOC(=O)Nc1ccc(C(=O)Nc2ccc3c(c2)OCCO3)cc1
-2	C=CCSc1ccccc1NC(=O)CSc1ncc(C#N)c(N)n1

Next part:
mcGAS RapidFire	mol
-6	CC(C)CSc1nc2c(c(=O)[nH]c(=O)n2C)n1Cc1ccccc1Cl
-10	Cc1oc(-c2ccccc2)nc1C(=O)NCC1CCCCC1
-6	COC(=O)c1coc(CN2C[C@H]3C[C@H](O)[C@@H](O)C[C@H]3C2)n1
-22	C#CCOc1cc(Br)c(CNCCO)cc1OC
-45	CN(Cc1ccccc1)Cc1cc(C(=O)N2CCS(=O)(=O)CC2)no1
-28	Cn1cc(CN2CCC(C(O)(c3ccccc3)c3ccccc3)CC2)cn1
-9	C=C1C(C)(C)[C@H]2CC[C@]1(C(=O)N1CCCn3nc(C(=O)OC)cc3C1)C2
4	c1ccc(CSc2nn3cnnc3s2)cc1
-8	Cc1ccccc1NC1=NC2(N=C(N)N1)C(=O)N(C)c1ccccc12 (centres undefined)
-6	CNc1ccc(OCC(O)CNS(=O)(=O)c2ccc(C)cc2)cc1 (centres undefined)
-10	O=C(Cc1cc(Cl)ccc1Cl)NCCc1ccccn1
-12	CC(=O)N1CCN(C(C)C(=O)Nc2cc(Cl)ccc2Cl)CC1 (centres undefined)
0	Cc1cc(C)c2c(CC(=O)N3CCn4c(C(N)=O)cnc4C3)coc2c1C
-12	CC(C)NC(=O)Nc1ccc(Oc2cccc(F)c2)nc1
-11&-1	COc1ccccc1OCC(=O)NCC1CCCN(C(=O)Cc2ccccc2C)C1 (centres undefined)
-14	C=CC[C@@H]1CC=C[C@@H](C)N1C(=O)COc1cccc(NC(=O)CC)c1
-12	O=c1cc(C(F)(F)C(F)F)oc2ccccc12
-6	Fc1ccc(Br)c(CSc2nncs2)c1
-6	Cc1cccc2sc(N(CCN3CCOCC3)C(=O)c3ccc(C#N)cc3)nc12
-9	O=c1c2ccc(-c3cccnc3)nc2[nH]n1-c1ccccc1
0	CC(C)Cn1c(-c2cccc([N+](=O)[O-])c2)nc(=S)c2c1CCCC2
-2	O=C(Nc1nnc(C2CC2)s1)C12CC3CC(CC(Cl)(C3)C1)C2
-10	CN(C)C(=O)c1ccc2c(c1)N(C)C(CC(=O)NCCn1ccnc1)CO2 (centres undefined)
-2	O=c1c2ccccc2c(C=Nc2nncs2)c(O)n1-c1ccccn1
-8	Cc1nc(CN(CCC#N)CC2CC2)no1
9	Cc1cc(=O)n2[nH]cc(-c3ccc(F)cc3)c2n1
5	COc1ccc(C(C)(NC(C)=O)c2nc(/C=C/c3ccccc3)cs2)cc1 (centres undefined)
-1	CC(C)CCCC(C)[C@H]1CCC2C3CC=C4CC(=O)CC[C@]4(C)C3CC[C@@]21C (some centres undefined)
8	O=C(O)C1CCN(C(=O)CCN2CCCCCCC2)CC1
-12	Cn1c(-c2ccc(Cl)cc2)csc1=Nc1ccc(Cl)cc1
-5	COc1cc(C(=O)Nc2ccccc2)cc(OC)c1C
3	Clc1ccc(CNc2ccn3nccc3n2)cc1
-11	FC(F)(F)c1nn2cc(-c3ccccc3)nc2s1
-6	FC(F)(F)CCc1ccnc(NCc2cccnc2)n1
-8	COc1cc(NC(=O)C2(c3ccc(Cl)cc3)CC2)cc(OC)c1
-2	Cc1ccc2nc(Oc3ccc4c(c3)OCO4)cc(=O)n2c1
-6	Cc1nc(N2CCCCCC2)c2ccsc2n1
-15	O=C(Nc1nc2ccc3ccccc3c2s1)c1ccc(Br)s1
-4	COc1ccc(-c2nc3ccccc3c(=O)[nH]2)cc1C
-10	CN(C)C(=O)c1csc(-c2csc(NCC3CCC3)n2)c1

Some of these compounds in order of their number in mcGAS RapidFire, smallest number first:
SMILES	mcGAS RapidFire
O=C(Nc1nc2ccc3ccccc3c2s1)c1ccc(Br)s1	-15
FC(F)(F)c1nn2cc(-c3ccccc3)nc2s1	-11
FC(F)(F)CCc1ccnc(NCc2cccnc2)n1	-6
Cc1ccc2nc(Oc3ccc4c(c3)OCO4)cc(=O)n2c1	-2

Next part:
mcGAS RapidFire	mol
-13	O=[N+]([O-])c1cccc(-c2nc(-c3ccc(Cl)cc3)no2)c1
-1	CCOC(=O)c1c(C)[nH]c(C(=O)N(C)C)c1C
-8&1	CC(NC(=O)c1cn2cccnc2n1)C12CC3CC(CC(C3)C1)C2 (centres undefined)
20	CC(C)c1ccc2[nH]c(O)c(N=NC(=O)C3CC3)c2c1
-14	CC(C)(CNC(C(=O)NC(N)=O)c1ccccc1)N1CCOCC1 (centres undefined)
-9	O=C(NCc1nc2ccccc2c(=O)[nH]1)C1CC2(CCNCC2)CN1 (centres undefined)
-6	COc1cccc(CC(CC(=O)O)C(=O)Nc2ccc([N+](=O)[O-])cc2)c1 (centres undefined)
2	Cc1oc(-c2ccc(C(F)(F)F)cc2)nc1CN(CCO)C(C)C
-8	CN(Cc1ccc(Cl)s1)Cn1cnnc1C#N
-17	O=C(c1scc2c1OCCO2)N1Cc2cnn(CCO)c2C1
-7	Cc1ccc(C)c2sc(OC3CCN(C(=O)Cn4c(=O)oc5ccccc54)CC3)nc12
4	CCCCC1CCC(C(=O)Nc2c(C)nc3ccc(Cl)cn3c2=O)CC1 (centres undefined)
-14	Cc1ccc(-n2nnc(CC(=O)Nc3ccc(F)c(N4CCCC4=O)c3)c2C)cc1
-9	Cc1ccc(C)c(-c2[nH]ncc2CN2CCCC(O)(CO)CC2)c1 (centres undefined)
-13	CSCc1noc(CN2CCCC3(C2)CN(C)C(=O)O3)n1 (centres undefined)
-5	Cc1cc(C)c(NC(=O)CN(C)C(=O)CSc2ccc(F)cc2F)c(C)c1
-2	Cc1cc(C(=O)CN2C(=O)C(=O)N(C3CCCC3)C2=O)c(C)n1C1CC1
55	CN(Cc1ccncc1)C(=O)NC1CCN(CC2CCCC2)C1 (centres undefined)
-6	CN1C(=O)C2(CCCN(C(=O)CCn3cnnc3)C2)c2ccccc21 (centres undefined)
13	c1ccc(-c2noc(CCC3CCCCC3)n2)nc1
-3	CCOC(=O)Cn1ncc2c1CCN(C(=O)c1cnc3cc(C)nn3c1C)C2
1	O=C(C(=O)N1CCC2(CC1)NCCNC2=O)c1ccccc1
-5	CC1CCN(c2nnc(SCC(=O)NC3CCCC3)n2C2CC2)CC1
-9	CCSC(=O)CCCCCCCCCCCO
0	C/C(N)=C(/C#N)C(=O)CSc1nnc(-c2ccc(C(C)(C)C)cc2)n1Cc1ccco1
20	Cc1[nH][nH]c(=O)c1C(c1c(C)[nH][nH]c1=O)c1c[nH]c2ccccc12
-15	CCC(C)Oc1ccc(CN2CCC3(CC2)NCCNC3=O)cc1Cl (centres undefined)
4	Cc1ccc(C)c(-c2nnc(OCC(=O)NC(C)(C)C)c3ccccc23)c1
-11	C[C@]12CCC(=O)C=C1C=CC1C2CC[C@@]2(C)C1CC[C@@]21CCC(=O)O1 (some centres undefined)
-5	O=C(c1ccccc1C1CCNC1)N1CCN(C/C=C/c2ccccc2)CC1 (centres undefined)
-56	CC(CC(=O)NCC1(CCO)CCOCC1)c1ccc(F)cc1 (centres undefined)
-9	CC1CN(S(=O)(=O)NC(C)c2ccc(C#N)cc2)CC(C)O1 (centres undefined)
-19	CCN1C(=O)C(=O)N(CC(=O)c2cc(C)n(CCC3=CCCCC3)c2C)C1=O
-10	CCCc1c(-c2ccccc2)ncn1Cc1noc(-c2ccc3c(c2)OCO3)n1
-10	Cn1c(=NN=Cc2ccc(O)c(O)c2O)sc2ccccc21
3	O=S1(=O)CCC(N2CCN(c3ncnc4sc5c(c34)CCCCC5)CC2)C1 (centres undefined)
10	COc1ccc(NC(=O)Cn2nnc(-c3ccccc3)c2COc2ccc3ccccc3c2)cn1
-3	Cc1cccc(S(=O)(=O)NCCn2nc(-c3cccnc3)ccc2=O)c1
-2	CN(Cc1ccccc1)C(=O)CCC1CCN(C(=O)Cc2c[nH]c3ccccc23)CC1
-7	Cc1cc(=O)[nH]c(-n2nc(C3CC3)cc2NC(=O)C23CC4CC(CC(C4)C2)C3)n1
3	O=c1cc(-c2ccc(F)cc2)[nH][nH]1
-1	Cc1sc2ncnc(SCc3nc4sc5c(c4c(=O)[nH]3)CCC(C)C5)c2c1C (centres undefined)
-1	CCOCCn1c(NCCOC)nc2c1c(=O)[nH]c(=O)n2C
-13	Nc1nnc(C(NC(=O)c2cnn3c2CCCC3)c2ccccc2)s1 (centres undefined)
-5	CC(C)Cn1c(CN2CCCC(c3ccccc3)CC2)cnc1S(C)(=O)=O (centres undefined)
-6	CC(=O)N=c1c(C#N)cc2c(=O)n3ccccc3nc2n1CCCOC(C)C
1	O=C(COc1c(Cl)cc(Cl)cc1Cl)NC1CCS(=O)(=O)C1 (centres undefined)
-4	N#CCC(=O)NNC1=NS(=O)(=O)c2ccccc21
2	Cc1cc(CSc2nc3sc4c(c3c(=O)[nH]2)CCC(C)C4)no1 (centres undefined)
-27	CN(Cc1cc(C(C)(C)C)n[nH]1)C(=O)c1cc(=O)n(C)c(=O)n1C
-5	CN(C)C(=O)Oc1ccc(-c2c[n+]3cc(NC(=O)c4ccccc4)ccc3n2C)cc1
-12	O=C(CCc1nnc(CCc2ccccc2)o1)NCc1ccc(C(F)(F)F)cc1
-11	CN=c1scc(-c2cccs2)n1/N=C\c1ccco1
-7	OC(CN1CCN(c2ccccc2Cl)CC1)c1cccc(F)c1 (centres undefined)
-5	O=S(=O)(c1ccc(OC(F)F)c(Cl)c1)N1CCCCC1C1OCCO1 (centres undefined)
10	CN(Cc1csc(-c2ccccc2)n1)C(=O)c1cn(-c2ccccc2)nn1

Of the compounds above, 4 have a CF3 group.
mcGAS RapidFire	mol
-11	FC(F)(F)c1nn2cc(-c3ccccc3)nc2s1
-6	FC(F)(F)CCc1ccnc(NCc2cccnc2)n1
2	Cc1oc(-c2ccc(C(F)(F)F)cc2)nc1CN(CCO)C(C)C
-12	O=C(CCc1nnc(CCc2ccccc2)o1)NCc1ccc(C(F)(F)F)cc1

Further structures.
mcGAS RapidFire	mol
7	CN(C)CCCN1C(=O)C(=O)C(=C(O)c2ccccc2)C1c1ccc([N+](=O)[O-])cc1 (centres undefined)
-36	C=C(C)N/N=C1\NC(=O)C(CC(=O)Nc2ccc(C)c(C)c2)S1 (centres undefined)
2	Cc1cc(=O)[nH]c(NN=Cc2ccc(C(C)(C)C)cc2)n1
-1	CC(NC(=O)NCC(O)C1CC1)c1ccc(-c2ccncc2)cc1 (centres undefined)
8	COc1ccccc1CN(C)C(=O)Cn1c(=O)c2c(ncn2C)n(C)c1=O
-16&-9	CCCCc1nc(Cl)c(CN2CCCN3CCC[C@H]3C2)[nH]1
-27	CN1CCCC2(CC1)CCN(C(=O)CCNC(=O)c1ccc(F)cc1)CC2
88*	Cc1cccc(N=Cc2nc(-c3cccc4ccccc34)oc2O)c1
6	CC(C(=O)NCc1ccccc1F)N(C)CC1CCN(Cc2ccccc2)C1 (centres undefined)
-7	CO/N=C(\C(=O)NC1C(=O)N2C(C(=O)O)=C(CSc3nnnn3C)CSC12)c1csc(N)n1 (centres undefined)
-3	COc1ccc(OCc2cc(C(=O)N3CCN4CCCC4C3)no2)c(Cl)c1 (centres undefined)
-1	Cc1ccccc1-n1ncc(C(C)NC(=O)c2scc3c2OCCO3)c1C (centres undefined)
19	CC12CC(Br)C(CC1=O)C2(C)C (centres undefined)
-30	CCCCCCCSc1nnc2[nH]c(=O)cc(N)n12
3	COc1ccccc1CNC(=O)CN1CCc2ccccc2C1
-2	Nc1nnc(SCc2ccc(F)cc2)s1

The closing two compounds of the section before are carried over, then new ones follow.
mcGAS RapidFire	mol
3	COc1ccccc1CNC(=O)CN1CCc2ccccc2C1
-2	Nc1nnc(SCc2ccc(F)cc2)s1
-19	CC1(C(=O)NS(=O)(=O)c2cccs2)CCN1C(=O)c1ccco1 (centres undefined)
-29	CN1CCCc2cc(C(C#N)N3CCOCC3)ccc21 (centres undefined)
1	COc1ccc(OCC(=O)Nc2cccc(S(N)(=O)=O)c2)c(C=O)c1
0	CSCC(=O)N1CCCC(Nc2ccccc2)C1 (centres undefined)
2	O=c1[nH]nc(-c2ccccc2)c2c1Nc1nncn1C2c1ccccc1 (centres undefined)
-5	COCCn1c(C)c(C)n2c3c(=O)n(CCC(C)C)c(=O)n(C)c3nc12
